# Source: PubChem
# RGS4 inhibitor: Inhibitors of Regulator of G Protein Signaling (RGS) 4: qHTS; Regulator of G-protein signaling 4 (Homo sapiens), P49798; Transcreener GDP fluorescence polarization, RGS4-accelerated GTP hydrolysis; Potency, µM (titrated, usually from 114 µM), for the others: at the highest dose activity change, negative = inhibition, actives largely listed as inhibitors; actives 0.039% (n = 390,000); also: potency is read from the fitted curve at half-maximal effect; % is scaled to controls: 0 for no effect and ±100 for the full control effect; nearly all actives have a fitted effect of over 75% in size; some results filed as inactive show a strong effect at the top dose
#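 MLSMR compounds (23 nl, pin-transferred) preincubated 10 min at room temperature with a 500nM (2x) first reagent, then RGS4 at 900nM (2x) plus Transcreener GDP mix added; fluorescence polarization (620/688 nm) read before and after 90 min at 30 °C.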
# USP1-UAF1 inh: Inhibitors of USP1/UAF1: Primary Screen; Ubiquitin carboxyl-terminal hydrolase 1 (Homo sapiens), O94782; recombinant USP1/UAF1, Ub-Rhodamine cleavage fluorescence; Potency, µM (series often up to 57.1 µM), without a hit: top-dose activity change, negative = inhibition, most hits filed as inhibitors; actives 0.23% (n = 390,000); AID 743255, 2014; also: potency is read from the fitted curve at half-maximal effect; % is scaled to controls: 0 for no effect and ±100 for the full control effect; nearly all actives have a fitted effect of over 60% in size; inactives centre near -12
#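 Step one: compound is pinned into 1nM USP1/UAF1 in HEPES pH 7.8 buffer with TCEP. Step two: 15 min room-temperature incubation. Step three: Ub-Rho (150nM final) starts cleavage, tracked by fluorescence over six one-minute reads.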
# TrxR1 inh: qHTS Assay for Inhibitors of Mammalian Selenoprotein Thioredoxin Reductase 1 (TrxR1): qHTS | recombinant rTrxR1, NADPH fluorescence consumption, selenite substrate | AID 588453, 2011 | Potency, µM (highest dose often 114 µM), without a hit: at the top dose activity change, negative = inhibition, most hits filed as inhibitors | Thioredoxin reductase 1, cytoplasmic (Rattus norvegicus), O89049 | actives 1% (n = 390,000); also: potency is read from the fitted curve at half-maximal effect; % is scaled to controls: 0 for no effect and ±100 for the full control effect; nearly all actives have a fitted effect of over 65% in size
# Target sequence (O89049 whole entry, looked up): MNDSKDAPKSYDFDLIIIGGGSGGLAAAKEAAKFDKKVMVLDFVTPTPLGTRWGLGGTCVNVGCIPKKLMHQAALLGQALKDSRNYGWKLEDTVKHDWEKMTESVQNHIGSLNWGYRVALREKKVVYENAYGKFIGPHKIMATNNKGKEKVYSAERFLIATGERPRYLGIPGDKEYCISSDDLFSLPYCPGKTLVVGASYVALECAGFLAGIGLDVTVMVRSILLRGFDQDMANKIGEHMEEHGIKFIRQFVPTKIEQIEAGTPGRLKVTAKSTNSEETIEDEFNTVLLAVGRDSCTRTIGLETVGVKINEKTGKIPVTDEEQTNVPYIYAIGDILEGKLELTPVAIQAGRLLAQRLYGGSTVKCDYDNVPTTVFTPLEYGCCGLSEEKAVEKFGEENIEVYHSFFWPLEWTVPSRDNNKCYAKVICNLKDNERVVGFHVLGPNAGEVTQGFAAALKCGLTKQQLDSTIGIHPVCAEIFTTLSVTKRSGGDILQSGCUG
#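 Rat TrxR1 (90 nM in the dispensed reagent) was pre-reduced with 400 uM NADPH for 5 min at room temperature, then incubated with compound for 15 min. After 400 uM selenite was added, NADPH fluorescence (Ex 340/Em 450 nm) was followed for 8 min.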
# Vif-A3G inh: qHTS for Inhibitors of Vif-A3G Interactions: qHTS. DNA dC->dU-editing enzyme APOBEC-3G (Homo sapiens), Q9HC16. HeLa A3G-eYFP + Vif (tagged APOBEC3G with the HIV-1 protein that degrades it), YFP fluorescence, overnight. Potency, µM (titrated, usually from 46.1 µM), for the others: at the top dose activity, negative = active, usual class: inhibitors. actives 0.076% (n = 410,000). AID 602310, 2012;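 also: potency is read from the fitted curve at half-maximal effect; % is scaled to controls: 0 for no effect and ±100 for the full control effect; nearly all actives have a fitted effect of over 60% in size; hits raise eYFP signal because A3G escapes Vif-driven loss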
# Target sequence (Q9HC16 whole entry, looked up): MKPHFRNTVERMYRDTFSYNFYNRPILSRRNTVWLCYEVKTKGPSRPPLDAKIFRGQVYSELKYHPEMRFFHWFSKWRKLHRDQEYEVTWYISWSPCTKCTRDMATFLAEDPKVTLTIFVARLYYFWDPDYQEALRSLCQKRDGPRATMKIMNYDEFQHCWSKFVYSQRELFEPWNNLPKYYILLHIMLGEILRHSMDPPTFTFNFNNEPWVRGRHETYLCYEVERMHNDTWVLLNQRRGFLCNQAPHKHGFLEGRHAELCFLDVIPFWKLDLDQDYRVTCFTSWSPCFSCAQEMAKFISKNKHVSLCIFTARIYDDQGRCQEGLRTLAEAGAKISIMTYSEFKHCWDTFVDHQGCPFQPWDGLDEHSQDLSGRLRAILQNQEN
#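 HeLa cells stably expressing Vif and C-terminally eYFP-tagged A3G, seeded overnight at 37 deg C, then exposed to compound by pintool overnight at 37 deg C. Rise in yellow fluorescence (Ex 488/Em 500-530, Acumen) marks blocked Vif-driven A3G degradation.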
# GRP78 ERSR act: qHTS for Inducers of the Endoplasmic Reticulum Stress Response (ERSR) in Human Glioma: qHTS; U87-MG GRP78 promoter luciferase reporter, 16 h; Potency, µM, without a hit: at the highest dose activation, most hits filed as activators; actives 0.02% (n = 420,000); also: potency is read from the fitted curve at half-maximal effect; series mostly up to about 76 µM; % of control where 0% means no effect; nearly all actives have a fitted effect of over 35% in size
#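 ERSR induction read as luciferase luminescence (Bright-Glo, 10 min at room temperature) in stably transfected human U87-MG glioma cells exposed to compounds for 16 h, using GRP78 as sensor.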
# LDHA inh: qHTS assay for inhibitors of human lactate dehydrogenase; L-lactate dehydrogenase A chain (Homo sapiens), P00338; purified LDHA, NADH/diaphorase-resazurin fluorescence; stronger effect = lower value; activity change, % (values are at about 110 or 230 µM); actives 0.15% (n = 480,000); AID 1347041, 2019; in the data active = activity change below about -30%; inconclusive = mostly about -25% to -30%;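 also: plate controls were DMSO wells for no effect and wells without enzyme for full effect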
#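 Resorufin fluorescence (ex540/em590), read at 0 and 20 min after diaphorase/resazurin addition, reports the NADH left after a 5 min room-temperature reaction of 2 nM human LDH5 with 0.06 mM NADH and 0.2 mM pyruvate.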
# Vif-A3F inh: qHTS for Inhibitors of Vif-A3F Interactions: qHTS. HeLa A3F-eYFP + Vif (tagged APOBEC3F with the HIV-1 protein that degrades it), YFP fluorescence increase. Potency, µM (series often up to 46.1 µM), for the others: at the top dose activity, negative = active. actives 0.2% (n = 390,000). AID 602313, 2012; also: potency is read from the fitted curve at half-maximal effect; % of control where 0% means no effect; nearly all actives have a fitted effect of over 65% in size
#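 HeLa cells stably expressing Vif plus C-terminally eYFP-tagged A3F were seeded, incubated overnight at 37 deg C, dosed with compound, incubated overnight again at 37 deg C. Yellow fluorescence (Ex 488/Em 500-530) reported blocked Vif-mediated A3F-eYFP degradation.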
# mIDH1 inhibitor: qHTS for Inhibitors of mutant isocitrate dehydrogenase 1 (IDH1): qHTS | Isocitrate dehydrogenase [NADP] cytoplasmic (Homo sapiens), O75874 | IDH1-R132H enzyme, NADPH consumption, diaphorase/resazurin fluorescence | actives 0.093% (n = 390,000) | AID 602179, 2012 | Potency, µM (titrated, usually from 76.6 µM), for the others: at the top dose activity change, negative = inhibition, hits mostly inhibitors; also: potency is read from the fitted curve at half-maximal effect; % is scaled to controls: 0 for no effect and ±100 for the full control effect; nearly all actives have a fitted effect of over 65% in size
#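 IDH1-R132H (0.5 ug/mL dispensed) in pH 7.5 Tris buffer was preincubated 30 min with compound, then given a substrate mix of 0.016 mM NADPH and 2 mM alpha-KG for 80 min at room temperature; remaining NADPH was read by diaphorase/resazurin fluorescence.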
# TrxR1 substrate: qHTS Assay for Substrates of Mammalian Selenoprotein Thioredoxin Reductase 1 (TrxR1): qHTS; actives 0.01% (n = 390,000); AID 588456, 2011; purified TrxR1 substrate turnover, NADPH consumption readout; Thioredoxin reductase 1, cytoplasmic (Rattus norvegicus), O89049; Potency, µM (top dose mostly 114 µM), for the others: at the highest dose activity change, negative = substrate turnover; also: potency is read from the fitted curve at half-maximal effect; % is scaled to controls: 0 for no effect and ±100 for the full control effect; nearly all actives have a fitted effect of over 50% in size
#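 Rat TrxR1, dispensed at 90 nM, was prereduced with 400 uM NADPH (final) for 5 min at ~22 deg C, then incubated with compound 15 min before 400 uM selenite. A first-read NADPH fluorescence drop versus no-compound background flagged substrates.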
# Starred values were filed as active, the others as inactive; ? = inconclusive; / = no result given; & = joins results of further samples; [ ] = remark or other dose. Unless noted, calls follow the shape of the dose curve; as a rule, active = well fitted curve in the direction sought with a large enough effect; inconclusive = small, poorly fitted or top-dose-only effect, or another doubt; inactive = no such curve, though single readings can be large; an effect the other way counts as inactive or inconclusive. This is a subset (hit frequency here may not be typical).
SMILES,RGS4 inhibitor,USP1-UAF1 inh,TrxR1 inh,Vif-A3G inh,GRP78 ERSR act,LDHA inh,Vif-A3F inh,mIDH1 inhibitor,TrxR1 substrate
COc1cc(/C=N/O)cc(Br)c1OCC(=O)NCc1ccccc1,-17%,-14%,-3%,-1%,-3%,0,5%,3%,-5%
O=C(Cc1ccc(Br)cc1)N1CCc2ccccc2C1,-8%,-16%,12%,-2%,0%,-4,-10%,-5%,-9%
Cc1ccc(-c2cc(C(=O)Nc3ccc(S(=O)(=O)Nc4nc(C)cc(C)n4)cc3)c3ccccc3n2)cc1,-16%,-25%,-1%,1%,0%,-12,-2%,-3%,5%
COc1ccccc1-c1nnc(C2CCN(C(=O)c3ccc(Cl)cc3)CC2)o1,-7%,-12%,7%,1%,-4%,3,3%,12%,2%
Cc1cc(NC(=O)C(C)SCC(=O)Nc2cc(Cl)ccc2N2CCN(C)CC2)no1 (stereo not drawn),-2%,-9%,11%,-2%,-2%,-7,-16%,12%,-2%
CCn1nc(CC(=O)Nc2ccc(-n3cnnn3)c(OC)c2)c2ccccc2c1=O,-6%[56.9 µM],-18%,13%,-13%,-2%,-2,-11%,3%,13%
O=C(COC(=O)CCC(NC(=O)OCc1ccccc1)C(=O)OCC(=O)Nc1ccccc1)Nc1ccccc1 (stereo not drawn),20%,-17%,-7%,-1%,-3%,-3,2%,2%,-9%
CCOC(=O)c1c(C)oc2ccc(N(C(=O)c3ccncc3)S(=O)(=O)c3ccc(F)cc3)cc12,8%,-12%,-2%,-10%,0%,0,-5%,-7%,3%
CC1(c2nnc(-c3ccc(Cl)cc3)o2)CC(c2ccc([N+](=O)[O-])cc2)=NO1 (stereo not drawn),17%,-12%,32%,-2%,-3%,-2,4%,-4%,0%
CCOC(=O)N1CCN(C(=O)C2CCN(CC3CCCCC3)CC2)CC1,-17%,1%,5%,-7%,-7%,-11,-8%,0%,-1%
CCCOc1ccc(C(=O)Nc2nc(C)c(Cc3ccc4c(c3)OCO4)s2)cc1,41%,1%,16%,-17%,-6%,-3,-1%,5%,12%
COc1ccc(-c2nc3ccncc3[nH]2)cc1OC,-25%,-2%,?,1%,2%,0,-3%,2%,28%
CN1C(=O)C2(c3ccccc31)C1CCCC=C1C(C#N)=C(N)C2(C#N)C#N (stereo not drawn),-20%[11.4 µM],-9%,?,-4%,-6%,11,-2%,-6%,3%[57.1 µM]
COc1ccc(C(C)(C)C)cc1NC(=O)c1ccc2c(c1)SC1=NS(=O)(=O)CCN12,12%,-18%,18%[57.1 µM],-2%,-4%,-4,0%,-3%,6%[57.1 µM]
O=C(NCCc1ccc(Cl)cc1)c1ccc2c(c1)nc1n2CCOC1,3%,8%,18%[57.1 µM],4%,0%,-5,9%,10%,7%[57.1 µM]
O=C(COc1ccccc1Cl)NCCCNC(=O)c1ccccn1,7%,1%,12%,-3%,-3%,-1,2%,-4%,4%
O=C(Nc1ccc(F)cc1F)C1CCN(c2ncnc3c2sc2cccc(F)c23)CC1,-43%,-18%,0%[57.1 µM],1%,3%,-1,1%,3%,3%[57.1 µM]
CN(C)c1ccc(NC(=O)CSc2nc3ccsc3c(=O)n2CCCCCC(=O)O)cc1,-13%,-24%,15%[57.1 µM],-4%,-3%,-3,0%,-9%,3%[57.1 µM]
Nc1ccc(Cc2ccc([N+](=O)[O-])cc2)cc1,11%,-10%,2%[2.29 µM],1%,-1%,-7,-1%,-2%,5%[57.1 µM]
COc1cc(C(=O)Nc2ccc3oc(-c4ccccc4)nc3c2)cc(OC)c1OC,4%,-20%,20%,-5%,-3%,-1,-3%,7%,11%
c1ccc2c(c1)OCC(c1csc3ncnc(N4CCOCC4)c13)O2 (stereo not drawn),1%,-22%,15%,-2%,-6%,-1,4%,4%,8%
Cc1ccsc1/C=N/NC(=O)c1ccc2nc[nH]c2c1,-16%,-1%,-15%,-10%,1%,-7,3%,3%,-16%
O=C(COc1ccc(Cl)cc1)Nc1cccc(-c2ccc(N3CCOCC3)nn2)c1,3%,-12%,7%,-6%,-3%,-6,-3%,-19%,-4%
Cc1ccc(NC(=S)N=Nc2c(O)n(C)c3ccc(S(=O)(=O)N4CCOCC4)cc23)cc1,?,-17%,-21%,0%,-6%,2,?,4%,-16%
CCn1c(=O)c2c(n3cnnc13)-c1ccccc1CC21CCCCC1,35%,1%,-10%,1%,0%,-7,-1%,9%,-12%
CCNc1nc(NCC)nc(N/N=C/c2ccc([N+](=O)[O-])o2)n1,-14%,-13%,45µM*,-19%,-2%,5,-3%,3%,-17%
Cc1cc(C)c(NC(=O)c2cc(=O)c3ccccc3o2)c(C)c1,-21%,-23%,20%,1%,-4%,-8&-3,5%,-7%,0%
Cc1nc2c(O)cccc2cc1CO,-16%,-8%,4%,0%,-4%,7,-1%,6%,20%[0.0914 µM]
Nc1ccn(CC(=O)NCCNc2ccc([N+](=O)[O-])cn2)c(=O)n1,5%,6%,5%[57.1 µM],0%,-5%,-1,0%,-5%,-2%[57.1 µM]
COc1ccc(C=NNC(=O)c2ccccc2NS(=O)(=O)c2cccs2)cc1O,-19%,-16%,-13%,-1%,0%,5,-2%,4%,-13%
Cc1nc(-c2ccncc2)nc(NCCNc2ccc(C(F)(F)F)cn2)c1Cl,23%,8%,13%[57.1 µM],2%,-6%,-2,-21%,8%,18%[57.1 µM]
COc1ccccc1NS(=O)(=O)c1cc(C(=O)N2CC(C)CC(C)C2)ccc1C (stereo not drawn),-39%,-9%,10%,-6%,-1%,2,-1%,11%,-4%
O=C(Cc1ccc(Cl)cc1)c1ccc(O)cc1,15%,-5%,6%,0%,13%,-6,-1%,3%,-2%
COc1cc(C(=O)Nc2cccc3c2CCCC3)cc(OC)c1OC,10%,-22%,24%,-1%,6%,-4,-11%,0%,2%
Cc1cccc(/C=C(\C#N)C(=O)Nc2ccccn2)c1,1%,-29%,-8%,-2%,5%,-1,-7%,4%,13%
COc1ccc(OCC(=O)NNC(=S)NC(=O)c2ccc(Br)o2)cc1,-44%,-21%,?,2%,-3%,-3,-2%,4%,-3%
CC(=NN=C(C)c1ccc(O)cc1)c1ccc(O)cc1,23%,-18%,-9%,0%,3%,-9,0%,-5%,-12%
CCOc1ccc(CNC(=O)CS(=O)(=O)c2cccc3nsnc23)cc1,-7%,-12%,8%[57.1 µM],-5%,-3%,-1,11%,-5%,-3%[57.1 µM]
O=C(Nc1scc(-c2ccccc2)c1C(=O)O)c1ccco1,-1%,-10%,-11%,0%,2%,-6,6%,6%,-4%
COc1ccc(N2CC(C(=O)Nc3nnc(SCC(=O)NC4CCCC4)s3)CC2=O)cc1 (stereo not drawn),-21%,-9%,-34%,-2%,0%,-1,-5%,1%,-4%
CCCOc1cccc(C2c3c(oc4ccccc4c3=O)C(=O)N2c2nncs2)c1 (stereo not drawn),-12%,22%,2%,3%,-1%,-8,-9%,-19%,-8%
CCOc1ccc(NC(=O)CCc2c(C)nc3cc(-c4ccc(Cl)cc4)nn3c2C)cc1,-11%,?,29%,6%,-9%,-4,1%,14%,8%
Cc1ccc(Cn2ccnc2SCC(=O)Nc2ccc3c(c2)OCO3)cc1,-3%,-14%,3%[57.1 µM],/,/,2,/,/,-5%[57.1 µM]
CC1=C(C(N)=O)C(c2ccc(F)cc2)n2nc(-c3ccccc3Cl)nc2N1 (stereo not drawn),-13%,-1%,0%[57.1 µM],-5%,-1%,4,4%,1%,3%[57.1 µM]
CCC1CCCCN1C/C=C/c1ccccc1[N+](=O)[O-] (stereo not drawn),11%,-5%,12%[57.1 µM],1%,-2%,-17,0%,5%,7%[57.1 µM]
Cc1ccc(-c2cn(-c3ccc(SC(F)F)cc3)c3[n+]2CCC3)cc1,9%,-3%,10%,-4%,-5%,-18,-1%,9%,-3%
O=c1[nH]c(=S)c2c(n1-c1ccccc1)CCC2,-32%,-7%,-4%,0%,-3%,-8,-7%,0%,3%
